M. tuberculosis HTS: M. tuberculosis growth inhibition, HTS (AID 449762); M. tuberculosis H37Rv growth inhibition, 7H9 media; higher % means a stronger effect; one-dose inhibition, % at 25 µM; IC50 in µM for titrated hits; actives 0.59% (n = 330,000); in the data active means a potency from the dose series; inconclusive means inhibition above about 70% without an active follow-up result;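 further: bacterial growth assessed after seven days of incubation; strong numbers were not always called active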
tuberculosis growth: growth inhibition of non-replicating M. tuberculosis (AID 488890). one-dose inhibition, % at 25 µM; IC50 in µM for titrated hits. Mycobacterium tuberculosis non-replicating, growth inhibition; higher % means a stronger effect. actives 0.39% (n = 320,000); in the data active means a potency from the dose series; inconclusive means inhibition mostly from about 82% at the one dose, without a potency; inactive means the rest, 99 in 100 with inhibition below about 76%;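 further: plate controls were DMSO cells for no effect and high antibiotic wells for full effect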
inhibitors of VEEV: inhibitors of VEEV TC-83 cytopathic effect, confirmation, Vero cells (AID 588727); actives 0.13% (n = 350,000); Vero cells, VEEV TC-83 cytopathic effect inhibition; higher % means a stronger effect; inhibition, % at 20 µM; hits with a dose series show IC50 in µM; in the data active means a potency from the dose series; inconclusive means inhibition mostly from about 14% at the one dose, without a potency; inactive means the rest, 99 in 100 with inhibition below about 12%; further: strong numbers were not always called active
Salmonella PhoP GFP: PhoP regulon inhibitors, Salmonella typhi PhoP promoter GFP reporter, confirmatory (AID 1850); Salmonella Typhi PhoP-promoter GFP reporter, fluorescence, 4 h; higher % means a stronger effect; inhibition, % at 50 µM, or IC50 in µM where a hit was titrated; actives 0.33% (n = 310,000); in the data active means a potency from the dose series; inconclusive means inhibition mostly from about 25% at the one dose, without a potency; inactive means the rest, 99 in 100 with inhibition below about 19%;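 further: 0% = induced wells with vehicle and 100% = uninduced wells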
influenza NS1A: NS1A inhibition, H1N1 influenza, cell based functional assay (AID 504329); inhibition, % at 12.5 µM, or IC50 in µM where a hit was titrated; actives 0.3% (n = 340,000); NS1A functional cell-based assay, percent inhibition; higher % means a stronger effect; in the data active means a potency from the dose series; inconclusive means inhibition above about 27% without an active follow-up result; further: strong numbers were not always called active
inhibitors of VEEV 10K pilot screen: further read-out of inhibitors of VEEV, marked with its call; inhibition, %; measured here: 10K pilot screen inhibition
An asterisk follows results filed as active; i = inactive; ? = inconclusive; / = not tested or not shown; & = joins results of further samples.

SMILES	M. tuberculosis HTS	tuberculosis growth	inhibitors of VEEV	Salmonella PhoP GFP	influenza NS1A	others
N=C1C(=O)OCC1c1cc(Cl)ccc1NC(=O)Nc1ccccc1 (centres undefined)	2%	2%	0.1%	-5%	-3%
COc1cccc(CN(C)C(=O)c2cccc(OCc3ccccc3)c2)c1	-8%	70%	4.3%	-4%	6%
CC1CCCCC1NC(=O)CSc1nnc(-c2ccncc2)n1CCCN(C)C (centres undefined)	-3%	-8%	0.1%	11%	-11%
COc1ccc(NS(=O)(=O)c2cc(NC(=O)/C=C/c3cc(OC)c(OC)c(OC)c3)ccc2N2CCCCC2)cc1	6%	37%	0.5%	-9%	5%
O=C(NCCCN1CCOCC1)c1c(-c2ccccc2)sc2ccccc12	6%	22%	i	/	15%
CC[C@H](C)C(=O)O[C@H]1C[C@@H](C)C=C2C=C[C@H](C)[C@H](CC[C@@H]3C[C@@H](O)CC(=O)O3)[C@H]21	-3%&-9%	11%&0%	11%&6.7%	-8%	4%&-13%
Nc1cc(N)nc(SCC(=O)N2CCN(C(=O)c3ccco3)CC2)n1	5%	-5%	i	-2%	-3%
O=C(NNC(=O)c1ccc2ccccc2c1O)c1ccccc1Cl	8%	-11%	2.0%	1%	1%
CCCn1c(NCc2ccc(N(C)C)cc2)nc2ccccc21	-4%	/	0.5%	10%	11%
CC(C)N(Cc1ccccc1)C(=O)c1ccc2nsnc2c1	-7%	3%	1.7%	-4%	-1%
COCCNC(=S)N(Cc1cccs1)Cc1cc2cccc(C)c2[nH]c1=O	5%	14%	9.0%	-1%	3%
Cc1cc(C)c(OCC(=O)Nc2cccc(O)c2)cc1C	6%	8%	1.9%	-2%	9%
COc1cc(NC(=O)c2ccc3c(c2)OCO3)c2ncccc2c1	4%	/	3.2%	-12%	3%	inhibitors of VEEV 10K pilot screen=1.0
Cc1cc(=O)[nH]c(N/N=C/C2=C(N3CCOCC3)C(=C\c3ccc(Cl)cc3)/CC2)n1	57%	0%	0.3%	-3%	3%
COc1cccc(CNC(=O)CCS(=O)(=O)c2cc3c(cc2C)NC(=O)CO3)c1	-10%	3%	0.1%	9%	-2%
COC(=O)c1cc2n3ccccc3c(C)c(-c3ccccc3)c-2c1C(=O)OC	2%	8%	9.7%	-7%	24%
CC1=C(C#N)C(c2cccnc2)C2=C(CC(C)(C)CC2=O)N1 (centres undefined)	1%	-1%	0.1%	5%	-23%
NC(=O)c1sc2nccc(Nc3ccccc3)c2c1N	22%	21%	i	-8%	3%
O=P(O)(CCc1ccccc1)C(O)c1ccccc1 (centres undefined)	11%	6%	0.2%	-2%	1%
CNc1nc(SC)nc(N(C)C#N)n1	0%	-20%	i	5%	11%	inhibitors of VEEV 10K pilot screen=0.9
Cc1ccc(CCNC(=O)c2cccc(N3CCCC3=O)c2)cc1	2%	0%	0.9%	11%	4%
C/C(=N\NC(=O)COc1ccc2ccccc2c1)c1cccs1	-8%	2%	8.4%	-8%	-10%
COc1ccc(Cc2noc(CN(C)CCc3ccccc3)n2)cc1OC	-9%	5%	0.6%	8%	-6%
CCCCn1c(CNC(=O)CCC)nc2ccccc21	-4%	2%	0.3%	2%	-1%
O=C(O)CSCCC(=O)Nc1ccc(F)cc1	-2%	3%	i	-7%	-3%
SMILES	M. tuberculosis HTS	tuberculosis growth	inhibitors of VEEV	Salmonella PhoP GFP	influenza NS1A	others
CC(C)OC(=O)CSc1nnc(-c2ccc(Cl)cc2)n1N	-15%	30%	0.1%	9%	-9%	inhibitors of VEEV 10K pilot screen=1.4
COc1ccc(C(C)C)cc1S(=O)(=O)NCCCn1ccnc1	-1%	24%	i	-7%	-2%
O=C(COc1ccc(-c2nnco2)cc1)Nc1ccc(C(F)(F)F)cc1	24%	78%	2.4%	2%	-14%
O=C(NC1CCCC1)C(=O)N(Cc1cccnc1)C(C(=O)NCc1ccco1)c1ccccc1F (centres undefined)	-2%	3%	0.7%	-13%	-7%
COC(=O)CC1SC(=O)NC1=Nc1ccc(C)cc1 (centres undefined)	5%	6%	1.1%	-1%	1%
CCc1ccc(C2=NN(CCC(=O)NCC3CCCO3)C(=O)CC2)cc1 (centres undefined)	-6%	-1%	0.4%	-1%	-2%
COc1ccc(CCNC(=O)c2cccc([N+](=O)[O-])c2)cc1OC	0%	-15%	i	4%	-1%
Cc1ccc(NC(=O)c2ccc(NCc3ccco3)c([N+](=O)[O-])c2)cc1Cl	-23%	-3%	0.2%	-8%	-11%
CC1=Nc2ccccc2NC(=O)C1Sc1nnc(C)s1 (centres undefined)	-2%	-19%	2.2%	11%	-2%
Cc1ccsc1C(=O)NNC(=O)COc1ccccc1Cl	-5%	-7%	2.1%	6%	-4%
C=CCc1ccc(OCCCCN2CC(C)OC(C)C2)c(OC)c1 (centres undefined)	-2%	5%	0.2%	4%	-6%
Cc1ccc(S(=O)(=O)Nc2c(C)nn(C)c2C)cc1	-4%	3%	0.3%	-5%	7%
Cn1c(=O)oc2cc(S(=O)(=O)NCCC(=O)NCCc3ccccc3)ccc21	-2%	4%	i	1%	-4%
N#C/C(=C/c1ccc(OCc2ccc(C(=O)O)cc2)cc1)C(=O)Nc1ccccc1	-1%	27%	1.3%	-2%	-10%
CNS(=O)(=O)c1cccc(C(=O)OCC(=O)NC2CCCC(C)C2C)c1 (centres undefined)	-6%	13%	0.1%	/	-6%
COc1ccc(-c2nnc(NC(=O)c3ccco3)s2)cc1	-8%	-5%	1.9%	10%	8%
Cc1ccc(S(C)(=O)=NS(=O)(=O)c2cccc3nsnc23)cc1 (centres undefined)	-2%	-16%	0.1%	-5%	-20%
O=[N+]([O-])c1ccc(C2CN=C(Nc3ccccc3)S2)cc1 (centres undefined)	0%	60%	0.5%	10%	-6%
O=C1CC(c2ccc(S(=O)(=O)Nc3cc(C(F)(F)F)cc(C(F)(F)F)c3)cc2)CN1 (centres undefined)	3%	59%	i	-3%	2%
CC(=O)c1cc(-c2ccccc2)n(CCC(=O)NC2CCCCCCC2)c1C	-13%	45%	3.1%	-3%	7%
CC(C)(C)c1ccc(-c2cn(-c3ccc(Br)cc3)c3[n+]2CCCS3)cc1	/	/	0.2%	/	-10%
CS(=O)(=O)NNC(=O)c1sccc1OCc1ncc(C(F)(F)F)cc1Cl	6%	6%	1.8%	-5%	0%
CCn1cc(/C=N\NC(=O)c2csc3ccccc23)c(C)n1	5%	-11%	1.4%	2%	-1%
CCOc1ccc(CC(=O)OCn2nnc3ccccc3c2=O)cc1	?	78%	1.9%	-4%	-3%
CN(C)CCNC(=O)C(=O)NCC1OCCN1S(=O)(=O)c1ccc2c(c1)OCCO2 (centres undefined)	0%	4%	0.8%	-2%	-8%
SMILES	M. tuberculosis HTS	tuberculosis growth	inhibitors of VEEV	Salmonella PhoP GFP	influenza NS1A	others
O=C(Nc1cc(Cl)ccc1-n1cncn1)c1ccc(Br)o1	31%	3%	6.9%	0%	-7%
COc1ccc2[nH]c3c4c(ccc3c2c1)C(=O)C=CC4=O	/	/	1.1%	/	-12%
CC1CCCN(CCCNC(=O)c2nn(C)c3c2CS(=O)(=O)c2ccccc2-3)C1 (centres undefined)	1%	1%	i	6%	2%
Clc1cccc(-c2nc(NCCN3CCOCC3)c3ccccc3n2)c1	?	30%	5.0%	0%	5%
O=C(c1cc(COc2c(F)cccc2F)on1)N1CCc2ccccc2C1	2%	20%	i	8%	-1%
Cc1cc(N=Cc2c(O)n(-c3cccc(C(F)(F)F)c3)c(=O)c3ccccc23)no1	48%	9%	i	-5%	-1%
c1csc(-n2nc3ccccc3n2)c1	-3%	-7%	3.2%	25%	-6%
CC(Oc1ccc(F)cc1)C(=O)Nc1cc(Cl)ccc1-n1cncn1 (centres undefined)	-7%	2%	6.9%	1%	9%
CCOC(=O)C1CCCN(S(=O)(=O)c2ccc(OC)cc2)C1 (centres undefined)	-4%	-11%	0.1%	4%	7%
COc1ccc(-c2csc3ncnc(N4CCN(c5cccc(C)c5C)CC4)c23)cc1	20%	12%	3.3%	-3%	20%
CCOC(=O)CSc1cc(C)c(C#N)c2nc3ccccc3n12	10%	62%	2.2%	-2%	2%
COc1cc(C(=O)Nc2nncs2)cc(OC)c1OC	-6%	-7%	7.4%	3%	-3%
O=c1[nH]cnc2c([N+](=O)[O-])cccc12	-5%	-6%	1.8%	8%	-4%	inhibitors of VEEV 10K pilot screen=1.7
CCc1ccc(CCC(=O)Nc2ccc(C)c(C)c2)o1	?	?	1.1%	-3%	-4%
COc1ccc(N2CCN(C(=O)c3c(-c4ccccc4)noc3C)CC2)cc1	1%	32%	3.3%	-8%	-2%
CCc1ccc(OCC(O)CN2CCN(c3ccccc3)CC2)cc1 (centres undefined)	7%	31%	1.5%&1.6%	-7%	-1%&7%
CN(CC(=O)NCc1ccccc1)S(=O)(=O)c1cnc[nH]1	2%	-7%	i	13%	-6%
CC(C)(C)C(=O)Nc1ncc(C(F)(F)F)cc1Cl	8%	-9%	1.0%	2%	3%
C/C=C(\C)c1nnc(NC(=O)OCC)s1	-9%	-20%	0.6%	5%	1%
COC(=O)CN1C(=O)C(C)(C)Oc2ccc(C(=O)NC3CC3)cc21	2%	-7%	3.9%	-3%	-3%	inhibitors of VEEV 10K pilot screen=4.6
COc1cccc(OC)c1-c1nn2c(-c3ccco3)nnc2s1	-4%	11%	1.3%	-5%	-1%
Cc1nn(C(C)C(=O)NCC2CCCO2)c(=O)c2cc3occc3n12 (centres undefined)	-1%	-10%	0.8%	-4%	0%	inhibitors of VEEV 10K pilot screen=0.6
Oc1ccccc1CNCC12CC3CC(CC(C3)C1)C2	5%	20%	i	6%	-10%
NS(=O)(=O)c1ccc(CCNC(=O)c2ccc(Cl)c(S(=O)(=O)NCc3ccco3)c2)cc1	-1%	2%	3.0%	/	-1%
CCCCC(=O)Nc1ccc(NC(=O)c2ccc3c(c2)OCO3)cc1OC	28%	19%	i	4%	-4%

The last five records of the section above open the next one.
SMILES	M. tuberculosis HTS	tuberculosis growth	inhibitors of VEEV	Salmonella PhoP GFP	influenza NS1A	others
COc1cccc(OC)c1-c1nn2c(-c3ccco3)nnc2s1	-4%	11%	1.3%	-5%	-1%
Cc1nn(C(C)C(=O)NCC2CCCO2)c(=O)c2cc3occc3n12 (centres undefined)	-1%	-10%	0.8%	-4%	0%	inhibitors of VEEV 10K pilot screen=0.6
Oc1ccccc1CNCC12CC3CC(CC(C3)C1)C2	5%	20%	i	6%	-10%
NS(=O)(=O)c1ccc(CCNC(=O)c2ccc(Cl)c(S(=O)(=O)NCc3ccco3)c2)cc1	-1%	2%	3.0%	/	-1%
CCCCC(=O)Nc1ccc(NC(=O)c2ccc3c(c2)OCO3)cc1OC	28%	19%	i	4%	-4%
CN(Cc1ccccn1)Cc1nc(-c2ccc(Cl)cc2)no1	-1%	50%	0.1%	-6%	-12%
Cc1cccc(NC(=O)C2CC(=O)N(Cc3ccccc3)C2)n1 (centres undefined)	-10%	9%	1.7%	6%	-3%
CCOC(=O)c1csc(NC(=O)CSc2nnnn2-c2ccc(OC)c(OC)c2)n1	-3%	-6%	3.2%	3%	1%
O=C1N(Cc2cccnc2)C[C@@H]2C[C@@H](c3cccc(C(F)(F)F)c3)N3CCC[C@@]123	2%	-6%	1.7%	-3%	-10%	inhibitors of VEEV 10K pilot screen=0.2
O=C(NCc1ccc(F)cc1)Nc1cccc([N+](=O)[O-])c1	0%	0%	0.8%	1%	-15%
C[C@H](CO)N1C[C@H](C)[C@@H](CN(C)S(=O)(=O)c2ccccc2)Oc2c(NC(=O)CCC(F)(F)F)cccc2C1=O	-4%	8%	1.8%	/	-1%
COc1ccc(-c2ccc(-c3noc(-c4cccc(OC)c4)n3)c(OC)n2)cc1	56%	7%	1.3%	-3%	0%
Cc1ccc(NC(=O)C(Nc2cccc(C)c2)c2ccccc2)cc1 (centres undefined)	0%	5%	i	8%	-3%
COc1ccc(Nc2cc(C)nc(-n3nc(C)cc3C)n2)cc1	?	4µM*	1.9%	-3%	-16%
O=C(O)CCN1C(=O)C2C3C=CC(C2C1=O)C1C(=O)N(CCC(=O)O)C(=O)C31 (centres undefined)	3%	-5%	i	8%	2%
COC(=O)c1cc2ccc(OC)c(OC)c2c(=O)s1	6%	22%	1.9%	-3%	5%

Fetched by structure from the entries so far:
SMILES	M. tuberculosis HTS	tuberculosis growth	inhibitors of VEEV	Salmonella PhoP GFP	influenza NS1A	others
COc1ccc(N2CCN(C(=O)c3c(-c4ccccc4)noc3C)CC2)cc1	1%	32%	3.3%	-8%	-2%
Cc1ccsc1C(=O)NNC(=O)COc1ccccc1Cl	-5%	-7%	2.1%	6%	-4%

Bioassay records (PubChem BioAssay)
